Assay outcomes (PubChem BioAssay)
S2 tox – reduces viability in counter-screen for ATXN expression inhibitors | S2 cells (HEK-293 line with an ATXN2-luciferase reporter) viability, CellTiter-Fluor protease fluorescence, 24 h | Potency, µM (highest dose often 56.7 µM), actives largely listed as cytotoxic | hit rate 0.49% among 400,000; also: potency is read from the fitted curve at half-maximal effect; nearly all actives have a fitted effect of over 40% in size
TGFb SMAD3 inh – blocks TGF-b signaling. HepG2 CAGA-GFP TGF-b/SMAD3 reporter, GFP fluorescence, 18 h; TGF-beta stimulated, 500 pg/mL final. Potency, µM (highest dose often 46.1 µM), inactives show top-dose activity, negative = inhibition, usual class: inhibitors. hit rate 1.2% among 410,000. AID 588855; also: potency is read from the fitted curve at half-maximal effect; % is scaled to controls: 0 for no effect and ±100 for the full control effect; nearly all actives have a fitted effect of over 65% in size
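Using HEPG2 CAGA-GFP reporter cells at 1000 cells/well, we pinned test compounds, stimulated with recombinant TGF-beta (500 pg/mL final) and measured total well GFP after 18 h.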
Nrf2 block – Nrf2 pathway inhibition | A549 ARE-Fluc reporter, luciferase luminescence, 18-24 h | Potency, µM (series often up to 46 µM), for inactives: at the top dose activity change, negative = inhibition, actives largely listed as inhibitors | hit rate 2.1% among 360,000; also: potency is read from the fitted curve at half-maximal effect; % is scaled to controls: 0 for no effect and ±100 for the full control effect; nearly all actives have a fitted effect of over 60% in size
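Nrf2 function is reported as luminescence of an ARE-controlled luciferase in A549 cells. Compounds were tested at several concentrations, and a CellTiter-Fluor read on the same wells flagged cytotoxicity.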
IL-2 act – IL-2 activation. IL-2 activation reporter assay, cell-based qHTS; stimulated with anti-CD3/CD4/CD28 beads; in transgenic mouse T cells. activation, % (series mostly up to about 46 µM). hit rate 0.065% among 360,000; in the data active = activation above about 50%; inconclusive = mostly about 30% to 49%; also: 0% is about no effect
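Readout: EGFP and DsRed signals by fluorescent plate cytometry. Unstimulated transgenic mouse T cells received compound 60 min before antibody-bead stimulation, then incubated 18 h at 37 degrees C.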
EPAC2 agonist – activates human EPAC2 exchange factor. EPAC2 activation, biochemical qHTS; response scale: 100% = 6.5 mM cAMP response. Potency, µM (top dose mostly 154 µM), for inactives: top-dose activation, usual class: activators. hit rate 0.079% among 360,000. AID 720711; also: potency is read from the fitted curve at half-maximal effect; nearly all actives have a fitted effect of over 50% in size
Target sequence (Q8WZA2 whole entry, looked up): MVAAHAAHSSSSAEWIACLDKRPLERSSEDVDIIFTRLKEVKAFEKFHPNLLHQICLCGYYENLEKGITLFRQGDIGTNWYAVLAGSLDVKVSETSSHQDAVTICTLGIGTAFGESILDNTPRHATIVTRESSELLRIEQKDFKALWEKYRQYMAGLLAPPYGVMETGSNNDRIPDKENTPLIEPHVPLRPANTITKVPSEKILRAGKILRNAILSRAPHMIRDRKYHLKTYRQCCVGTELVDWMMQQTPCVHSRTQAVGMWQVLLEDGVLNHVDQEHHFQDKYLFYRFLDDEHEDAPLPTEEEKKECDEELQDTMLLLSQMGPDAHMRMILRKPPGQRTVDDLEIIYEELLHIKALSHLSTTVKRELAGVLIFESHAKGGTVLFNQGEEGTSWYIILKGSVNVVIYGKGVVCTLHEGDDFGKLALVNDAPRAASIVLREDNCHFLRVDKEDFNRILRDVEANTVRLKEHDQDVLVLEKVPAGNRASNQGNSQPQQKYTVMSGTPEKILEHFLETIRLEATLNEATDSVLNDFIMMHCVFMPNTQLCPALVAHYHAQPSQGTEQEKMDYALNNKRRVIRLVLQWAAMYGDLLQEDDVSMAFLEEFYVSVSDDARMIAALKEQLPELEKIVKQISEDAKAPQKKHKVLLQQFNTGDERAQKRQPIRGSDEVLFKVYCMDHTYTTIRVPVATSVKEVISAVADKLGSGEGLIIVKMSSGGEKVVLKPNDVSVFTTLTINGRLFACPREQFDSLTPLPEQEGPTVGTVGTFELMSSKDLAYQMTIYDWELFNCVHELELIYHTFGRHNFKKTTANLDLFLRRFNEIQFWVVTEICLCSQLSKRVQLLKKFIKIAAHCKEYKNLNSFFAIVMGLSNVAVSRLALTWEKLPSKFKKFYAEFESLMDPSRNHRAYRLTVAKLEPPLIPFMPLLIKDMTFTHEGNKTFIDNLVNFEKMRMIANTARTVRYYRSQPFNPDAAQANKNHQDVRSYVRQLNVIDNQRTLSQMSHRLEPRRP
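Fluorescence exchange assay: 100 nM EPAC2 with 250 nM RAP1B-BODIPY-GDP and 50 uM GDP; compounds tested as a concentration-titration series (qHTS). Loss of Rap1-bound BODIPY-GDP fluorescence read at 480/540 nm; data normalized to 6.5 mM cAMP.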
A549 tox – A549 cytotoxicity, counter-screen for Nrf2 inhibitors; A549 ARE-Fluc cells, CellTiter-Fluor viability, 18-24 h; Potency, µM (series often up to 46 µM), for inactives: at the highest dose activity change, negative = cytotoxicity, actives largely listed as inhibitors; hit rate 0.16% among 390,000; AID 504648; also: potency is read from the fitted curve at half-maximal effect; % is scaled to controls: 0 for no effect and ±100 for the full control effect
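A549 ARE_Fluc cells in 5% FBS OPTI-MEM were exposed to compounds in concentration-response for 18-24 h at 37 deg C. Viability was read by CellTiter-Fluor fluorescence (Ex 405/Em 525) after 30 min, before the luciferase read.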
ATXN2 expr inh – reduces ATXN2 reporter expression in HEK-293 cells | HEK-293 ATXN2-luciferase reporter, luminescence, 24 h | Potency, µM (doses to about 57 µM), inactives show top-dose activity change, negative = inhibition, actives largely listed as inhibitors | hit rate 0.72% among 360,000 | AID 1745845; also: potency is read from the fitted curve at half-maximal effect; % is scaled to controls: 0 for no effect and ±100 for the full control effect; nearly all actives have a fitted effect of over 55% in size
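qHTS (up to 57 uM final) was run with 24 h compound exposure of reporter cells at 37 °C. Each well was multiplexed: SteadyGlo luminescence measured ATXN2-luciferase expression after a fluorogenic Gly-Phe-AFC viability readout (25 uM final).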
Nrf2 ARE act – activates Nrf2 signaling | AREc32 ARE-luciferase reporter (MCF7-derived line), luminescence, 24 h | Potency, µM (top dose mostly 46.1 µM), without a hit: at the highest dose activation, hits mostly activators | hit rate 0.31% among 410,000; also: potency is read from the fitted curve at half-maximal effect; % of control where 0% means no effect; nearly all actives have a fitted effect of over 65% in size
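ARE activation measured as luciferase luminescence (Steady-Glo, 30 min RT) in AREc32_Fluc cells after 24 hr compound exposure at 37 deg C, 5% CO2; cells seeded overnight at 1000/well in OPTI-MEM, 5% FBS.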
HepG2 viability – counter-screen for TGF-b inhibitors: cytotoxicity in HepG2 cells; HepG2 CAGA-GFP viability, ATP luminescence, 18 h; Potency, µM (series often up to 46.1 µM), for inactives: at the highest dose activity change, negative = cytotoxicity, hits mostly cytotoxic; hit rate 0.76% among 410,000; AID 588856; also: potency is read from the fitted curve at half-maximal effect; some results filed as inactive show a strong effect at the top dose
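HepG2 CAGA-GFP cells (1000/well, DMEM with 1% FBS) received compound, then TGF-beta at 500 pg/mL final, and were incubated 18 hours at 37 degrees C. Viability was read by CellTiter-Glo luminescence. Media-only wells were set as complete cell-killing and DMSO as no toxicity.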
Numbers without * were called inactive; i = inactive; ? = inconclusive; nt = no result given; & = joins results of further samples; [ ] = dose if it differs, or a comment. Unless noted, calls follow the shape of the dose curve; as a rule, active = well fitted curve in the direction sought with a large enough effect; inconclusive = small, poorly fitted or top-dose-only effect, or another doubt; inactive = no such curve, though single readings can be large; an effect the other way counts as inactive or inconclusive.

SMILES	S2 tox	TGFb SMAD3 inh	Nrf2 block	IL-2 act	EPAC2 agonist	A549 tox	ATXN2 expr inh	Nrf2 ARE act	HepG2 viability
COc1ccccc1/C=C/C=N/NC(=O)c1ccccn1	i	9%	?	-0.3	3%	-6%	10%	0.1%	2%
CCOC(=O)CNC(=O)c1cc(-c2ccccn2)nc2c(C)c(Cl)ccc12	i	2%	8%	0.9	4%	-2%	-29%	2.3%	-2%
CCc1nnc(NC(=O)CSc2ncnc3c2oc2ccccc23)s1	i	-4%	-5%	0.8	3%	-1%	-3%	-0.9%	0%
Cc1ccc(S(=O)(=O)N(C)C)cc1NC(=O)C(C)OC(=O)c1ccc2ccccc2n1 (configuration not stated)	i	10%	3%	0.1	7%	-1%	7%	1.7%	7%
NC(=S)N/N=C1\CCOc2ccc(F)cc21	i	-18%	?	-1.5	8%	2%	-33%	3.1%	-3%
O=c1ccc2ccc(Oc3ccc([N+](=O)[O-])cc3Cl)cc2o1	i	-3%	-20%	-0.4	-7%	0%	-20%[11.3 µM]	5.5%	-11%
O=C(COC(=O)Cn1cnc2ccccc21)Nc1cccc2c1C(=O)c1ccccc1C2=O	i	38%[activator]	?	2.1	-17%	-1%	-19%	-0.9%	12%
Cc1nn(-c2ccccc2)nc1C(N)=O	i	3%	-16%	0.3	11%	-9%	15%	-0.7%	6%
CN(C)/C=C(\C=O)c1ccc(Cl)cc1Cl	i	17%	-5%	-3.4	1%	0%	nt	2.1%	23%
N#Cc1c(-c2ccc3c(c2)OCO3)ccn2nc(-c3cccc(C(F)(F)F)c3)nc12	i	5%	-6%	-1.2	-7%	-11%	-24%	5.0%	0%
COc1ccc(CNC(=O)c2ccc(NC(=O)CC3SC(N4CCCCC4)=NC3=O)cc2)cc1 (configuration not stated)	i	?	nt	-0.2	-2%	7%	6%	-0.5%	2%
O=C(COCC(=O)NCc1ccccc1)NCc1ccccc1	i	-1%	-1%	-1.7	-1%	0%	5%	-0.7%	-9%
COc1cc(S(=O)(=O)NC(C)C)ccc1Cl	i	3%	-34%	0.6	1%	-20%	-2%	5.1%	-19%
CN1CCN(S(=O)(=O)c2cccc(C(=O)Nc3cccc(S(N)(=O)=O)c3)c2)CC1	i	-1%	-1%	1.7	2%	-4%	-7%	-0.3%	8%
Cc1ccnc(NC(=O)C2CCC(CNc3c(N4CCCC4)c(=O)c3=O)CC2)c1 (configuration not stated)	i	?	-9%	-2.4	16%	7%	-2%	2.9%	-29%
CCOc1ncccc1C(=O)Nc1ccc(S(=O)(=O)Nc2nccs2)cc1	i	-22%	?	5.3	10%	4%	12%	-0.8%	-12%
Cc1onc(-c2ccccc2Cl)c1C(=O)NC(=S)Nc1ccc(C(C)(C)C)cc1	i	?	1%	-0.3	4%	20%	nt	-0.6%	-44%
COc1ccccc1NC(=O)c1ccc2nc(C)c(C)nc2c1	i	-10%	-18%	0.4	15%	6%	11%	0.2%	-3%
O=C(CCCN1C(=O)c2cccnc2C1=O)Nc1ccc(F)cc1Cl	i	0%	17%	-0.4	4%	3%	-9%	1.9%	5%
COc1ccc(N2CCN(C(=O)CCC(=O)N3CCOc4ccc(C)cc43)CC2)cc1	i	-15%	-21%	-3.4	4%	-3%	-23%	0.4%	-27%
C/C(COc1ccccc1)=N\NC(=O)c1nnn(-c2nonc2N)c1CSc1ccc(C)cc1	i	-10%	nt	2.3	11%	nt	nt	0.5%	-27%
CCOc1ccccc1N(CC(=O)Nc1cccnc1)S(C)(=O)=O	?	2%	8%	-1.2	5%	1%	?	0.2%	-3%
O=C(Cc1ccccc1F)Nc1ccccc1-c1ccccc1	nt	-4%	?	-1.0	-2%	-14%	37%	0.0%	3%
COc1ccc(CN(C)CC(=O)Nc2ccc(SC(F)F)cc2)cc1OC	nt	0%	?	-1.4	4%	-17%	?	5.2%	-17%
Cc1ccc(C(=O)NCC(=O)OCC(=O)Nc2cc(S(=O)(=O)N3CCOCC3)ccc2C)cc1	i	-25%	12%	2.0	3%	-3%	2%	0.0%	-56%
SMILES	S2 tox	TGFb SMAD3 inh	Nrf2 block	IL-2 act	EPAC2 agonist	A549 tox	ATXN2 expr inh	Nrf2 ARE act	HepG2 viability
CCOc1ccccc1-n1c(C)nc2cc(C(=O)O)ccc21	i	?	-26%&-3%	-0.2	-3%	?	-2%	-0.4%&0.3%	-18%&-10%
COc1cc(NC(=O)c2ccc(Cl)cc2Cl)ccc1NC(=O)c1cccs1	i	1%	-3%	2.4	-3%	4%	0%	3.4%	14%
O=C(NCc1ccccc1Cl)c1nnc(Cc2cccc(F)c2)o1	i	7%	-5%	nt	nt	9%	4%	-1.3%	-3%
CC1CCN(c2c(NCC3CCC(C(=O)NCc4ccccc4Cl)CC3)c(=O)c2=O)CC1 (configuration not stated)	i	-2%	-8%	-2.1	-6%	-1%	-3%	-1.0%	2%
O=[N+]([O-])c1ccc(S(=O)(=O)N2CCN(c3nc(-c4ccccc4)nc4ccccc34)CC2)cc1	nt	4%	-13%	nt	nt	11%	nt	nt	-9%
O=C(CNC(=O)c1ccc(Br)cc1)c1ccc(Br)cc1	?	0%	5%	-0.2	9%	0%	-15%	0.6%	-12%
CC(=O)Nc1ccc(S(=O)(=O)N2CCc3ccccc3C2CC(=O)O)cc1 (configuration not stated)	i	0%	1%	-0.3	7%	-1%	-14%	-1.0%	-34%
Cc1ccc(Cn2cc3c(n2)-c2c(oc(C(=O)Nc4ccc(F)cc4F)c2C)CC3)cc1	nt	0%	-7%	nt	nt	-3%	nt	0.0%	-1%
O=C(O)Cn1cc(/C=N/NC(=O)c2cc3cc(Br)ccc3o2)c2ccccc21	i	-3%	7%	1.2	2%	-4%	1%	-0.2%	-9%
O=C(CN1C(=O)NC2(CCOc3ccccc32)C1=O)c1ccc(Br)cc1 (configuration not stated)	i	-25%	-11%	-5.8	23%	4%	-4%	-0.2%	1%
Cc1nnc(N2CCN(c3ccc(Cl)cc3)CC2)c2c1nnn2Cc1ccc(F)cc1	i	1%	1%	nt	nt	-1%	16%	1.5%	-4%
COc1cc(SC)ccc1C(=O)Nc1nc(C)cc(C)n1	i	2%	-6%	-0.1	9%	19%	-18%	-0.3%	-8%
CCCCN(c1ccccc1)c1ncnc2nc[nH]c12	?	0%	-7%	-2.0	5%	-12%	-4%	0.5%	1%
O=C1NCC(O)=C1C=Nc1ccccc1O	i	?	-17%	4.4	-6%	1%	nt	?	-106%
O=C(Nc1ccc(NC(=S)NC(=O)c2cccs2)cc1)c1ccccc1	?	-7%	-4%	-2.5	-1%	-5%	-16%	0.2%	4%
O=C(Nc1ccc2c(c1)OCCO2)c1ccc(Br)o1	i	-7%	?	0.6	10%	-14%	26%	11%	-23%
CC1C(c2ccccc2)N(C)C(c2ccccc2)CC1(O)c1ccccc1 (configuration not stated)	?	?	?	-3.1	27%	?	?	4.2%	22µM*
COc1ccc(C2=NS(=O)(=O)N(C)C(C(=O)NCc3ccccn3)=C2)cc1OC	i	6%	0%	-2.3	12%	-4%	0%	-0.9%	-3%
COc1cc(C2NC(=O)NC(C)=C2C(=O)Nc2cc(C)cc(C)c2)ccc1O (configuration not stated)	i	10%	-2%	nt	nt	-5%	8%	-1.5%	1%
O=C1CN(C(=O)COC(=O)Cc2ccccc2F)c2ccccc2N1	i	-3%	0%	1.5	12%	1%	nt	-0.1%	-24%
O=C(CSc1ncccn1)Nc1ccc2c(c1)OCO2	i	14%	?	-0.6	3%	1%	27%	-0.3%	-6%
CC(C(=O)Nc1ccccc1)N(c1cccc(Cl)c1)S(C)(=O)=O (configuration not stated)	i	-4%	-2%	-0.6	-4%	-5%	-8%	-0.4%	8%
Cc1csc(CCc2nc(C)cs2)n1	i	?	-6%	-0.1	8%	2%	-6%	0.3%	1%
CCOc1cc2c(cc1OCC)C(c1ccc(C(=O)O)cc1)NCC2 (configuration not stated)	i	7%	9%	2.8	3%	-5%	-3%	-0.2%	3%
CC1(C)CC(=O)c2cnc(NC(=O)C3CCCC3)nc2C1	i	-20%	16%	-2.8	-2%	-11%	20%	0.3%	-1%
SMILES	S2 tox	TGFb SMAD3 inh	Nrf2 block	IL-2 act	EPAC2 agonist	A549 tox	ATXN2 expr inh	Nrf2 ARE act	HepG2 viability
CNc1cncc(-c2ccc(OCCCN(C)C)nc2)n1	i	8%	nt	1.6	7%	nt	34%	1.0%	-5%
CCN(CC)C(=O)COc1ccc(S(=O)(=O)N2CCCC2)cc1	i	-3%	0%	1.3	15%	-9%	3%	0.3%	-5%
O=S(=O)(NCc1ccccc1)c1ccc2[nH]c3c(c2c1)CCCCC3	i	?	?	nt	nt	-14%	-19%	0.5%	-38%
Cc1ccc(-c2cc(C(=O)Nc3cc([N+](=O)[O-])ccc3C)no2)cc1F	i	-9%	4%	nt	nt	-5%	?	16%	4%
CC1(C)OC(=O)C2=C(C[C@@H](C3CCCCC3)O[C@@H]2c2ccc(F)cc2)O1	?	nt	nt	1.8	18%	nt	-5%	1.7%	nt
CCCC(=O)Nc1c2c(nn1-c1ccccc1)CSC2	i	-17%	3%	2.0	8%	1%	nt	-0.2%	1%
O=C(c1ccco1)N1CCN(C(=O)c2ccc(-c3ccccc3Cl)o2)CC1	i	-14%	9%	1.0	14%	4%	4%	9.5%	-21%
NNS(=O)(=O)c1ccc2c(c1)Cc1cc(S(=O)(=O)NN)ccc1-2	i	0%	8%	-0.3	20%	2%	-1%	1.7%	-19%
CSc1ccc(Cl)c(C(=O)Nc2ccc(Cl)cn2)c1	i	-20%	2%	-0.4	-2%	-6%	-6%	0.8%	2%
O=C(Cc1csc(-c2ccccc2)n1)NCc1cccs1	i	-10%	25%	0.3	0%	4%	48%[activator]	4.2%	5%
